# Screens (PubChem BioAssay)
# NPC1 promoter act: activators of NPC1 promoter. Huh7 NPC1 promoter luciferase reporter, 24 h. Potency, µM (series often up to 9.22 µM), for inactives: top-dose activation, most hits filed as activators. 320,000 compounds, 2.4% hits;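 further: potency means the concentration at half of the fitted maximal effect; % of control where 0% means no effect; nearly all actives have a fitted effect of over 60% in size; reporter is driven by a mutant NPC1 promoter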
#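 Compounds in DMSO were transferred onto Huh7 NPC1-luciferase reporter cells pre-incubated 2 h; after 24 h at 37 °C, Amplite reagent was dispensed and luminescence recorded 10 min later.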
# VP16 counter: Gal4-VP16 reporter inhibition counter-screen | Drosophila S2 Gal4-VP16 UAS-luciferase, luminescence, 20 h | Potency, µM (titrated, usually from 53.6 µM), inactives show top-dose activity, negative = inhibition, actives largely listed as inhibitors | 310,000 compounds, 3.5% hits | AID 2546;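 further: Gal4-VP16 expression switched on by copper sulfate through the metallothionein promoter; potency means the concentration at half of the fitted maximal effect; on the % scale 0 is the no-effect control and ±100 the full control effect; nearly all actives have a fitted effect of over 50% in size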
# PKM2 act: increases activity of human pyruvate kinase M2; Potency, µM (titrated, usually from 57.5 µM), inactives show top-dose activation, actives largely listed as activators; 260,000 compounds, 0.34% hits; purified PKM2, Kinase-Glo ATP luminescence, activation; response scale: 0% is enzyme alone, no compound; P14618; further: potency means the concentration at half of the fitted maximal effect; on the % scale 0 is the no-effect control and ±100 the full control effect; nearly all actives have a fitted effect of over 55% in size
# Target sequence (P14618 whole entry, looked up): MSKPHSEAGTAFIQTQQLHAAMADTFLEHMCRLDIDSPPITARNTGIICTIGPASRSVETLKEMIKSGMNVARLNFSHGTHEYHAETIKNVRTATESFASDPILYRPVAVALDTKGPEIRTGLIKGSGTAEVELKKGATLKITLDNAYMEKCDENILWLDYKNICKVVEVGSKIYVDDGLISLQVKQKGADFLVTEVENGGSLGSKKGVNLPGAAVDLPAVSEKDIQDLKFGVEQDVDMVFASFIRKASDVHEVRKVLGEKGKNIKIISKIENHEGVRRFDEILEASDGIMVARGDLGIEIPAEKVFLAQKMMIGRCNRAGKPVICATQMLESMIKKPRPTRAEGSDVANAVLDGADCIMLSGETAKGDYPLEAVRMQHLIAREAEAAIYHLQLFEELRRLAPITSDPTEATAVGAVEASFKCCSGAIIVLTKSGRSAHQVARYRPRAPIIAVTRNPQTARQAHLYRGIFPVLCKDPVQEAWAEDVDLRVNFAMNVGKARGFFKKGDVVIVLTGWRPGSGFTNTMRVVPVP
#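 Kinase-Glo luminescence reports ATP generated from ADP (0.1 mM) and PEP (0.5 mM) by purified hPK-M2 after 1 h at room temperature, pH 7.2 imidazole buffer; intermediate enzyme activity allows detecting inhibitors and activators.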
# BRCA1 expr up: activators of BRCA1 expression. AID 624202. 380,000 compounds, 1.1% hits. Potency, µM (highest dose often 46.1 µM), without a hit: top-dose activation, most hits filed as activators. MCF7-BRCA1-FFLuc reporter, luminescence, 48 h; response scale: scaled: vehicle 0%, 10 µM genistein 100%; further: potency means the concentration at half of the fitted maximal effect; nearly all actives have a fitted effect of over 80% in size; some results filed as inactive show a strong effect at the top dose
#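 Luminescence from a BRCA1-driven firefly luciferase in MCF7 cells was the read-out, taken 15 min after substrate addition following 48 h compound exposure at 37 °C. Data were normalized to a 10 microM genistein control and DMSO vehicle.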
# Rab9 prom act: activates the Rab9 promoter. 320,000 compounds, 2.8% hits. Potency, µM (top dose mostly 9.22 µM), for inactives: at the top dose activation, negative = inhibition, most hits filed as activators. Huh7 Rab9 promoter-luciferase reporter, luminescence, 24 h; further: potency means the concentration at half of the fitted maximal effect; % of control where 0% means no effect; nearly all actives have a fitted effect of over 60% in size
#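 Huh7 cells stably carrying Rab9 promoter–luciferase reporter, plated 1500 cells/well, compound added after 2 h and incubated 24 h at 37 °C; luciferase luminescence then read after 10 min with detection reagent.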
# Giardia killer: Giardia lamblia killing. Giardia lamblia trophozoite viability. activity change, % at 7.66 µM, hits read low. 340,000 compounds, 0.15% hits. AID 540267; in the data active means activity change below about -80%; inconclusive means between about -30% and that limit;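 further: parasites exposed to compound for two days anaerobically before the ATP read; on the % scale 0 is the no-effect control and ±100 the full control effect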
#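 Luminescent ATP signal served as the viability read-out, measured 15-30 min after adding ATP detection reagent to trophozoites that had been incubated with compounds for 48 hrs at 37 deg C anaerobically at 100 cells/well.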
# ELG1 genotoxic: inducers of genotoxicity in HEK293T ELG1-luciferase cells. HEK293T ELG1-luciferase reporter, luminescence, 16 h. Potency, µM (titrated, usually from 46 µM), for the others: at the top dose activity change, positive = activation, most hits filed as activators. 330,000 compounds, 1.3% hits. AID 504466; further: potency means the concentration at half of the fitted maximal effect; % of control where 0% means no effect; nearly all actives have a fitted effect of over 60% in size
#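 HEK293T cells expressing luciferase-tagged ELG1 were exposed to compound or DMSO vehicle for 16 hr at 37 °C and 5% CO2. Luciferase activity was then measured with ONE-Glo after 30 min at room temperature.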
# FLuc modulator: inhibits or activates purified firefly luciferase, miR-21 counter-screen; AID 588342; Potency, µM (top dose mostly 57.5 µM), without a hit: at the highest dose activity change, negative = inhibition, hits mostly inhibitors; 360,000 compounds, 6.9% hits; purified FLuc, Km substrates, luminescence inhibition; P08659;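 further: potency means the concentration at half of the fitted maximal effect; plate controls were vehicle for no effect and reference inhibitor for full effect; nearly all actives have a fitted effect of over 55% in size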
# Target sequence (P08659 whole entry, looked up): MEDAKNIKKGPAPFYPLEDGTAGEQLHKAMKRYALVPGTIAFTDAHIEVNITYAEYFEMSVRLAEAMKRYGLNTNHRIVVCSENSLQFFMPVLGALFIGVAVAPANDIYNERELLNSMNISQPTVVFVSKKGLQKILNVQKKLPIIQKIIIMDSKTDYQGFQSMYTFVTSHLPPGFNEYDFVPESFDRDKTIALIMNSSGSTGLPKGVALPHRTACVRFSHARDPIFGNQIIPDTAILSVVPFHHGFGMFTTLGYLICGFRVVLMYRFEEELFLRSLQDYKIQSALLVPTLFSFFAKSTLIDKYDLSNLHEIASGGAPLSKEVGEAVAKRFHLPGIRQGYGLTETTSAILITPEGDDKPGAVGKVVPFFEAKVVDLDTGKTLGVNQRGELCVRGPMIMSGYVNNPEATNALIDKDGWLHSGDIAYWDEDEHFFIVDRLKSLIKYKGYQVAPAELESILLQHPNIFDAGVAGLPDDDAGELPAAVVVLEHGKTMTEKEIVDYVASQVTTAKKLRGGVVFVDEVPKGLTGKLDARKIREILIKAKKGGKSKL
#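 Biochemical qHTS of compounds, final roughly 60 µM downward over six points, against 10 nM purified firefly luciferase using Km concentrations of substrates (10 uM D-luciferin, 10 uM ATP) in Tris acetate pH 7.5 buffer; luminescence output.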
# p53 reactivator: mutant p53 re-activation in reporter cells; H1299 p53-A138V BP100-luciferase reporter, luminescence, 24 h; Potency, µM (titrated, usually from 92.2 µM), without a hit: at the highest dose activity change, positive = activation, actives largely listed as activators; 320,000 compounds, 0.063% hits; AID 504706; further: potency means the concentration at half of the fitted maximal effect; % of control where 0% means no effect; nearly all actives have a fitted effect of over 45% in size
#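 H1299 (p53-null), stable ts p53-A138V + BP100-Luc; 1000 cells/well, Opti-MEM/10% FBS; cpd 4 pt, 1:5; 24 h, 37 deg C, 5% CO2; detection reagent 10 min RT; luminescence.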
# Menin-MLL TR inh: displaces Texas Red mutant MLL peptide from human menin; AID 1768; Menin + Texas Red MLL mutant peptide, fluorescence polarization; 270,000 compounds, 0.23% hits; Potency, µM (series often up to 61.6 µM), inactives show at the top dose FP activity change, negative = inhibition, most hits filed as inhibitors; O00255; active means well fitted inhibition curve with a large enough effect in the polarisation, with a control signal flat, not every such curve was filed as active; inconclusive means small, poorly fitted or top-dose-only effect, or effect the other way, or a change in a side signal; inactive means no such curve, though single readings can be large or run the other way; the % refers to the polarisation; further: potency means the concentration at half of the fitted maximal effect; % of control where 0% means no effect; many of its hits are not listed in these tables
# RORg inh: inhibitors of mouse ROR gamma transcriptional activity; Potency, µM (highest dose often 53.6 µM), for inactives: at the highest dose activity change, negative = inhibition, actives largely listed as inhibitors; AID 2551; P51450; 310,000 compounds, 5.4% hits; Drosophila S2 Gal4-RORgamma UAS-luciferase reporter, 20 h; further: potency means the concentration at half of the fitted maximal effect; on the % scale 0 is the no-effect control and ±100 the full control effect; nearly all actives have a fitted effect of over 60% in size
#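 Read-out: Photinus luciferase luminescence; inhibitors lower reporter signal. Insect Schneider cells with Gal4-ROR gamma fusion under metallothionein promoter, UAS reporter; 700 uM final copper sulfate induction, 20 hr, ambient temperature.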
# * hit, by the source's call; ? = inconclusive; nt = not tested or not shown; & = joins results of further samples; [ ] = dose if it differs, or a comment. Unless noted, the call rests on the fitted dose curve; in most records, active means well fitted curve in the direction sought with a large enough effect; inconclusive means small, poorly fitted or top-dose-only effect, or another doubt; inactive means no such curve, though single readings can be large; an effect the other way counts as inactive or inconclusive.
mol	NPC1 promoter act	VP16 counter	PKM2 act	BRCA1 expr up	Rab9 prom act	Giardia killer	ELG1 genotoxic	FLuc modulator	p53 reactivator	Menin-MLL TR inh	RORg inh
CNC(=O)NC(=O)COC(=O)c1ccc(-n2c(C)ccc2C)cc1	1%	2%	3%	-2%	0%	4	12%	-4%	?	-6%	-19%
COc1ccc(C(=O)NCS(=O)(=O)c2ccc(C)cc2)cc1	2%	5%	-1%	1%	0%	1	0%	1%	2%	24%	-17%
CCCOc1ccc(N2C(=O)CC(NCCc3ccc(S(N)(=O)=O)cc3)C2=O)cc1 (centres undefined)	-1%	0%	0%	2%	4%	-20	1%	8%	-2%	0%	4%
O=C(COc1ccccc1Cl)Nc1ccc(S(=O)(=O)Nc2ccccn2)cc1	-2%	3%	14%	14%	2%	33[activator]	-5%	2%	-3%	19%	10%
CCCCn1cnc2c(c1=O)c1nc3ccccc3nc1n2Cc1ccc2c(c1)OCO2	-3%	-7%	3%	-4%	?	21	-2%	2%	-11%	nt	30%
Cc1nnc(SCC(=O)NCc2ccccc2Cl)n(N)c1=O	-4%	4%	9%	-31%	-1%	11	2%	3%	-3%	11%	?
CC1CCN(S(=O)(=O)N2CCC(C(=O)NCc3cccnc3)CC2)CC1	0%	4%	1%	18%	2%	0	2%	-2%	3%	nt	1%
Nc1nc(CN2CCN(c3ccccc3F)CC2)nc(Nc2ccc3c(c2)OCCO3)n1	-1%	-13%	0%	-114%[inhibitor]	-11%	-2	-12%	5%	4%	18%	-28%
COc1ccc(NC(=O)CN2CCCN(S(=O)(=O)c3ccc(F)cc3)CC2)cc1	1%	-6%	0%	-8%	1%	12	-2%	4%	-4%	nt	-3%
CC(=O)c1ccc(NC(=O)C(C)Sc2nnc(C3CC3)n2C2CC2)cc1 (centres undefined)	-2%	nt	nt	-5%	-3%	22	1%	2%	20%	nt	nt
CCOc1cccc(CNCCNC(=O)c2nonc2N)c1	-4%	-3%	0%	14%&-54%	1%	-24	0%	-3%&-1%	-4%	2%	7%
C/C(=N\NC(=O)c1ccc(Cl)cc1)c1cccc(NC(=O)c2cccnc2)c1	22%	-7%	-11%	?	?	23	-2%	3µM*	3%	2%	-5%
COc1ccc(C)cc1S(=O)(=O)Nc1ccccc1C	-2%	-11%	1%	-2%	-13%	-3	1%	0%	-13%	-2%	3%
O=C(COC(=O)c1ccc2c(c1)C(=O)N(CCc1ccccc1)C2=O)Nc1ccc(OC(F)F)cc1	7%	-3%	0%	-28%	-3%	-3	-3%	-16%	17%	12%	-6%
CCOC(=O)CN(C(=O)CSc1nnc(CNc2ccc(F)cc2)n1C)c1ccccc1	-2%	10%	0%	9%	5%	-5	-1%	-1%	5%	nt	-3%
CCOc1ccc(C(=O)COC(=O)c2nc3nccc(C)n3n2)cc1	-3%	nt	nt	-2%	9%	-10	4%	-18%	9%	nt	nt
Cc1nn(C(C)C(=O)Nc2ccc(Cl)cn2)c(C)c1[N+](=O)[O-] (centres undefined)	-2%	-8%	3%	1%	5%	-8	-1%	4%	2%	12%	1%
Cc1cccc(OCCn2cc(/C=N/NC(=O)c3ccncc3)c3ccccc32)c1	0%	5.6µM*	2%	-99%[inhibitor]	-3%	25	-2%	?	24%	?	4.5µM*
Cc1cc(OC(=O)c2ccccc2Br)c([N+](=O)[O-])c(=O)[nH]1	1%	1%	2%	1%	1%	15	1%	-1%	14%	0%	-5%
O=[N+]([O-])c1cc(S(=O)(=O)Nc2ccccc2)ccc1N1CCN(c2ccc(O)cc2)CC1	-2%	?	7%	-26%	-8%	-29	-4%	-10%	14%	?	?

# Entries of single compounds as entered above.
# C/C(=N\NC(=O)c1ccc(Cl)cc1)c1cccc(NC(=O)c2cccnc2)c1 in the list: NPC1 promoter act: 22%; VP16 counter: -7%; PKM2 act: -11%; BRCA1 expr up: ?; Rab9 prom act: ?; Giardia killer: 23; ELG1 genotoxic: -2%; FLuc modulator: 3µM*; p53 reactivator: 3%; Menin-MLL TR inh: 2%; RORg inh: -5%
# COc1ccc(C)cc1S(=O)(=O)Nc1ccccc1C in the list: NPC1 promoter act: -2%; VP16 counter: -11%; PKM2 act: 1%; BRCA1 expr up: -2%; Rab9 prom act: -13%; Giardia killer: -3; ELG1 genotoxic: 1%; FLuc modulator: 0%; p53 reactivator: -13%; Menin-MLL TR inh: -2%; RORg inh: 3%

# More entries.
mol	NPC1 promoter act	VP16 counter	PKM2 act	BRCA1 expr up	Rab9 prom act	Giardia killer	ELG1 genotoxic	FLuc modulator	p53 reactivator	Menin-MLL TR inh	RORg inh
O=C(C(=O)N1CCN(c2ccc([N+](=O)[O-])cc2)CC1)c1cn(CC(=O)N2CCOCC2)c2ccccc12	-1%	4%	-1%	-8%	-4%	-7	-6%	-2%	1%	nt	?
COc1ccc(Cl)cc1C(=O)CSc1nc(N)cc(N)n1	0%	-2%	-5%	3%	-3%	7	0%	-2%	-4%	8%	7%
CC(C)(C)c1ccc(-c2nc(C#N)c(NCc3cccnc3)o2)cc1	10%	-8%	6%	22%	?	-6	?	11µM*	10%	16%	?
Cc1nnc(-c2ccccc2)[nH]c1=O	-2%	-13%	-4%	-24%	-1%	0	2%	-5%	0%	6%	10%
CCOc1cccc(C(=O)Nc2ccncc2)c1	-4%	-15%	9%	-22%	-14%	0	-5%	-14%	0%	1%	?
Cc1ccc(NC(=O)CCNC(=O)c2ccccc2Cl)cc1S(=O)(=O)N(C)C	-5%	-2%	2%	-2%	-9%	3	0%	-2%	-4%	-13%	12%
CCCNC(=O)c1ccc(Cl)c(Cl)c1	-2%	5%	-3%	20%	0%	15	0%	-3%	9%	-26%	17%
COc1cc2c(C(=O)N3CCN(C)CC3)c(CSc3ccccc3)n(C)c2cc1Br	-2%	-24%	11%	-31%	-1%	-22	-13%	-13%	0%	?	?
CCOc1ccc(-n2cnnn2)cc1S(=O)(=O)N1CCCCC1	2%	-17%	-19%	17%	-6%	-7	-8%	0%	-9%	8%	-18%
Nc1ccccc1SCc1ccccc1	-1%	7%[10 µM]	-13%	10%	-1%	16	13%	?	-1%	30%	3%
O=C(O)CSCC(=O)NCc1ccccc1	-1%	-1%	0%	19%	10%	9	9%	6%	0%	14%	-28%
COC(=O)c1ccc(COC(=O)c2ccc(C)c(S(=O)(=O)N3CCCCC3)c2)cc1	27%	nt	nt	?	?	30[activator]	1%	-1%	17%	nt	nt
O=C(c1ccc(N2CCOCC2)c([N+](=O)[O-])c1)N1CCN(S(=O)(=O)c2cccs2)CC1	-1%	19%	5%	5%	-4%	-6	-3%	2%	2%	0%	0%
CSc1ccccc1C(=O)N1CCC(CCC(=O)NCc2ccc(F)cc2)CC1	1%	-10%	0%	-12%	11%	3	-6%	-2%	-19%	nt	-27%
O=C1c2ccc(Oc3ccc4c(c3)C(=O)N(CCCCO)C4=O)cc2C(=O)N1CCCCO	0%	?	1%	-5%	5%	5	1%	-1%	-1%	2%	0%
COc1ccc(C2(c3ccc(OC)cc3)NC(=O)N(CC(=O)NC(C)C)C2=O)cc1	-1%	-5%	nt	-1%	-3%	1	5%	1%	-3%	6%	-3%
CC1=CC(C)(C)N(C(=O)Nc2ccccc2)c2ccccc21	1%	10%	-22%	22%	13%	3	2%	-7%	7%	-2%	-8%
CCc1ccc(-n2cc(-c3ccc(F)cc3)[n+]3c2SCCC3)cc1	-32%[inhibitor]	?	-3%	-71%	-30%	0	-16%	2%	-1%	?	-33%
Cc1cc(C)cc(NC(=O)CSc2nnc(Cc3cccn3C)n2-c2ccc(F)cc2)c1	-3%	11µM*	?	-17%	0%	8	-23%	2%	-5%	-2%	?
CN(C)c1ccc(/C=C(/NC(=O)c2ccccc2)C(=O)N/N=C/c2ccc([N+](=O)[O-])c(O)c2)cc1	5%	0%	-1%	-41%	4%	?	1%	?	17%	?	-43%
c1cc(-c2nc3cc(Cc4ccc5oc(-c6ccncc6)nc5c4)ccc3o2)ccn1	-1%	-6%	2%	nt	0%	nt	2%	-4%[2.3 µM]	4%	-12%	-14%

# Not all compounds are listed; the hit share may differ from the screen's.
